LDHA block: blocks human lactate dehydrogenase A; P00338; activity change, % (values are at about 110 or 230 µM); 480,000 compounds, 0.15% hits; purified LDHA, NADH/diaphorase-resazurin fluorescence; hits give low values; in the data active means activity change below about -30%; inconclusive means mostly about -25% to -30%;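 further: plate controls were DMSO wells for no effect and wells without enzyme for full effect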
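Resorufin fluorescence (ex540/em590), read at 0 and 20 min after diaphorase/resazurin addition, reports the NADH left after a 5 min room-temperature reaction of 2 nM human LDH5 with 0.06 mM NADH and 0.2 mM pyruvate.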
APE1 inh: inhibitors of human APE1 endonuclease. P27695. recombinant APE1, TAMRA/BHQ-2 abasic DNA cleavage fluorescence. Potency, µM (highest dose often 65.8 µM), for the others: at the top dose activity change, negative = inhibition, usual class: inhibitors. 350,000 compounds, 0.35% hits. AID 2517;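 further: potency means the concentration at half of the fitted maximal effect; plate controls were vehicle for no effect and reference inhibitor for full effect; nearly all actives have a fitted effect of over 55% in size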
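Measures dequenching upon AP-site incision of a 5'-TAMRA/3'-BHQ-2 THF-containing duplex, 50 nM; human APE1 0.75 nM after 15 min room-temperature exposure to compound; kinetic three-point read at one-minute spacing.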
POLH inh: DNA polymerase eta (human) inhibition; Q9Y253; recombinant Pol eta, fluorescent DNA replication assay; Potency, µM (titrated, usually from 114 µM), for inactives: top-dose activity change, negative = inhibition, usual class: inhibitors; 390,000 compounds, 1.2% hits; further: potency means the concentration at half of the fitted maximal effect; on the % scale 0 is the no-effect control and ±100 the full control effect
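Fluorescent replication assay: 50 nM final substrate added after a 15 min room-temperature compound preincubation with 10 nM enzyme. Signal taken at 0 min and again at 10 min.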
ALOX12 inh: blocks human arachidonate 12S-lipoxygenase. purified 12hLO, xylenol orange hydroperoxide absorbance. AID 1671190. Potency, µM (highest dose often 108 µM), inactives show at the top dose activity change, negative = inhibition, most hits filed as inhibitors. P18054. 580,000 compounds, 1.1% hits; further: potency means the concentration at half of the fitted maximal effect; on the % scale 0 is the no-effect control and ±100 the full control effect
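Hydroperoxide product was detected by ferrous iron/xylenol orange as the 573 to 405 nm absorbance ratio. Arachidonic acid at 40 uM (final) was turned over for 30 min at room temperature by 150 nM human 12hLO, pH 7.0 Hepes buffer, after 15 min compound preincubation.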
Pol beta inh: blocks human DNA polymerase beta activity; 340,000 compounds, 1.3% hits; Potency, µM (top dose mostly 114 µM), inactives show at the top dose activity change, negative = inhibition, usual class: inhibitors; Pol beta primer extension/strand displacement, fluorescence kinetic; further: potency means the concentration at half of the fitted maximal effect; on the % scale 0 is the no-effect control and ±100 the full control effect
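Human Pol beta at 10 nM; strand-displacement substrate 50 nM final. Compound exposure 15 min at room temperature before start, reaction 10 min at room temperature.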
ERG Ets-DNA blk: inhibitors of human ERG Ets domain-DNA interaction; fluorescence polarization, His-ERG Ets domain / labelled DNA; Potency, µM (doses to about 76.9 µM), without a hit: at the top dose FP activity, negative = inhibition, hits mostly inhibitors; 370,000 compounds, 0.028% hits; P11308; active means well fitted inhibition curve with a large enough effect in the polarisation, with a control signal flat; inconclusive means small, poorly fitted or top-dose-only effect, or effect the other way, or a change in a side signal; inactive means no such curve, though single readings can be large or run the other way; the % refers to the polarisation;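 further: polarization taken with two DNA probes labelled with fluorescein and Texas red; potency means the concentration at half of the fitted maximal effect; % of control where 0% means no effect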
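His-tagged ERG Ets domain (1 uM in the protein solution; 300mM KCl, 50mM Tris-HCl, 1mM EDTA, 1mM DTT, pH 7.5) received compound, then a probe mix of 5 nM fluorescein-DNA and 100nM Texas-615-DNA. Fluorescence polarization was read for both dyes.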
POLK inh: DNA polymerase kappa (human) inhibition | Potency, µM (titrated, usually from 107 µM), for the others: at the top dose activity, negative = inhibition, most hits filed as inhibitors | purified Pol kappa, fluorescent DNA synthesis assay, 10 min | Q9UBT6 | 400,000 compounds, 0.53% hits | AID 588579; further: potency means the concentration at half of the fitted maximal effect; on the % scale 0 is the no-effect control and ±100 the full control effect
Target sequence (Q9UBT6 whole entry, looked up): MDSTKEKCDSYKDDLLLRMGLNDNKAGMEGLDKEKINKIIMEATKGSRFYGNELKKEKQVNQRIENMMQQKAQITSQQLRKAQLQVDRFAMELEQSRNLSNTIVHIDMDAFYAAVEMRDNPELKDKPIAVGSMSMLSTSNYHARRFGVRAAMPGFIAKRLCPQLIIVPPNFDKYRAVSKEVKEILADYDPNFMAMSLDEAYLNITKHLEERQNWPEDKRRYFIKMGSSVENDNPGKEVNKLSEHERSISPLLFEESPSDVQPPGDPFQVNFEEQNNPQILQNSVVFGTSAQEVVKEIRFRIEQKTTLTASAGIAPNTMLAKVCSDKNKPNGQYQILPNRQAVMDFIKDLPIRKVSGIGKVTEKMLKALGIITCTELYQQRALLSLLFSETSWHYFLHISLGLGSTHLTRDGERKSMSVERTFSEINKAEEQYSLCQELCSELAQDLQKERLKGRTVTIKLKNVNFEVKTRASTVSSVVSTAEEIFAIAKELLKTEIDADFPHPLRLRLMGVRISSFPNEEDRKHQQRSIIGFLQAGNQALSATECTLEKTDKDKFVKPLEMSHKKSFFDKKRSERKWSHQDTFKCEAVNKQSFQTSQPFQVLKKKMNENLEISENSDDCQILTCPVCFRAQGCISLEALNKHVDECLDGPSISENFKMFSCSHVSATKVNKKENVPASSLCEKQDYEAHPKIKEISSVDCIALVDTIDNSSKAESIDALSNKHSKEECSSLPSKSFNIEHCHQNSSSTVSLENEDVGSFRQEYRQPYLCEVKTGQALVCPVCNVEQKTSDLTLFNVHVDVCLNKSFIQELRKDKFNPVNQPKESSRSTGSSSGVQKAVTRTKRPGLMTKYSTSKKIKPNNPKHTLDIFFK
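Readout: fluorescence, taken kinetically at 0 and 10 min. Conditions: 10 nM Pol kappa, 15 min RT compound preincubation, 50 nM substrate final. Controls: enzyme-free buffer wells.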
RGS4 inh: inhibitors of human regulator of G protein signaling 4; P49798; Potency, µM (doses to about 114 µM), for the others: top-dose activity change, negative = inhibition, most hits filed as inhibitors; 390,000 compounds, 0.039% hits; AID 504845; Transcreener GDP fluorescence polarization, RGS4-accelerated GTP hydrolysis; further: potency means the concentration at half of the fitted maximal effect; on the % scale 0 is the no-effect control and ±100 the full control effect; nearly all actives have a fitted effect of over 75% in size; some results filed as inactive show a strong effect at the top dose
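MLSMR compounds (23 nl, pin-transferred) preincubated 10 min at room temperature with a 500nM (2x) first reagent, then RGS4 at 900nM (2x) plus Transcreener GDP mix added; fluorescence polarization (620/688 nm) read before and after 90 min at 30 °C.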
Anesthetic bind: candidate novel general anesthetic via apoferritin binding | AID 485281 | P02791 | 350,000 compounds, 0.074% hits | apoferritin/1-aminoanthracene competitive binding, fluorescence | Potency, µM (top dose mostly 77.5 µM), for inactives: at the highest dose activity change, negative = displacement, most hits filed as inhibitors; further: potency means the concentration at half of the fitted maximal effect; on the % scale 0 is the no-effect control and ±100 the full control effect; nearly all actives have a fitted effect of over 20% in size
Target sequence (P02791 2-175 limits assumed): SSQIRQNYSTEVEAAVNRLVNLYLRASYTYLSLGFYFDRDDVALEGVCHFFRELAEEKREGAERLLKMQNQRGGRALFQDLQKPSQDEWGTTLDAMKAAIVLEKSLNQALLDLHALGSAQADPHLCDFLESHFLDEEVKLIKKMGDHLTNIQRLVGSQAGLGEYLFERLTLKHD
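Concentration-response curves derived by four-parameter Hill fitting of normalized fluorescence, where compounds displaced 1-AMA from 10 uM horse apoferritin following a brief 10 min room-temperature incubation; propofol titration acted as positive control.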
* = called active by the depositor; i = inactive; ? = inconclusive; nt = no result given; & = joins results of further samples; [ ] = another dose, or the depositor's remark. Unless noted, the call rests on the fitted dose curve; in most records, active means well fitted curve in the direction sought with a large enough effect; inconclusive means small, poorly fitted or top-dose-only effect, or another doubt; inactive means no such curve, though single readings can be large; an effect the other way counts as inactive or inconclusive.

entry	compound	LDHA block	APE1 inh	POLH inh	ALOX12 inh	Pol beta inh	ERG Ets-DNA blk	POLK inh	RGS4 inh	Anesthetic bind
1	O=C(c1ccco1)N1CCN(c2ccnc3cc(Cl)ccc23)CC1	-5	-3%	-9%	?	3%	-6%	8%[60.1 µM]	-24%	-12%
2	Cc1cc(C)n(Cc2ccc(F)cc2)c(=O)c1C#N	-8	0%	-11%	21%	-5%	-6%	-5%	-28%	?
3	Cc1cc(N2C(=O)C(O)=C(C(=O)c3cc4ccccc4o3)C2c2ccc([N+](=O)[O-])cc2)no1 (centres undefined)	0	9%	-14%	?	5%	-6%	-13%	-24%	-12%
4	CCCN(Cc1cc2cc(OC)ccc2[nH]c1=O)C(=O)c1ccco1	1	2%	-3%	13%	15%	3%	-3%	-12%	-2%
5	Cn1c(=O)c2ccccc2n(CC(=O)NCCC2=CCCCC2)c1=O	-5	1%	-7%	-4%	-15%	4%	0%	-5%	9%
6	CCN(CC(=O)Nc1ccccc1OC)C(=O)CN1C(=O)NC(C)(c2ccc(C)cc2)C1=O (centres undefined)	-13	30%	-23%	i	nt	-5%	2%	-14%	nt
7	CC(=O)Nc1nc2ccc(-c3nc4ccccc4o3)cc2s1	2	-7%	7%	0%	20%	5%	-5%	-2%	-9%
8	Cc1c(NC(=O)C2C3C=CC(C3)C2C(=O)O)c(=O)n(-c2ccccc2)n1C (centres undefined)	-16	?	0%	-11%	?	nt	4%	20%	-9%
9	COc1ccc(CNC(=O)Cn2nc([N+](=O)[O-])cc2C)cc1	-3	28%	-14%	0%	18%	0%	-4%	-5%	-1%
10	CN(C)c1ccc(C(=O)Nc2ccc(S(=O)(=O)Nc3nccs3)cc2)cc1	-8	16%	-10%	-14%	-10%	11%	-2%	3%	3%
11	CCN(c1ccccc1)S(=O)(=O)c1nnc(NC(=O)C2CCCCC2)s1	0	nt	-16%	-22%	-25%	-5%	-4%	6%	?
12	COc1ccccc1CC(=O)Nc1ccc2nc(Nc3cccc(C(F)(F)F)c3)cc(C)c2c1	-6	nt	-26%	-1%	-3%	5%	-1%	-11%	424%[activator]
13	CCOc1ccc(Oc2ccccc2NC(=O)CSCC(=O)Nc2cc(C)on2)cc1	-2	16%	-9%	-7%	nt	18%	-15%	-8%	nt
14	COc1cccc(NC(=O)NC(C)C2CC3CCC2C3)c1 (centres undefined)	-1	-5%	-15%	-11%	?	5%	-11%	-10%	?
15	Cc1cc(C)c(NS(=O)(=O)c2cccc3cccnc23)c(C)c1	-1	?	-13%	3%	1%	-1%	8%	-9%	-16%
16	CCSCc1nnc(SCC(=O)c2ccc(OC)cc2)n1C	-2	-3%	-12%	?	21%	8%	-9%	-33%	-16%
17	O=C(COC(=O)Cc1ccc(S(=O)(=O)N2CCOCC2)s1)Nc1ccc(OC(F)F)cc1	3	27%	?	?	nt	-4%	-12%	-22%	nt
18	CN1CCN(C(=S)Nc2cccc(S(=O)(=O)N(C)C)c2)CC1	2	2%	-2%	?	0%	-5%	-5%	-8%	-3%
19	Cc1cc(Cl)c(Cl)cc1S(=O)(=O)NCCCn1ccnc1	-8	1%	6%	0%	1%	56%[activator]	-6%	23%	-22%
20	O=C(CN1C(=O)NC(Cc2c[nH]c3ccccc23)C1=O)Nc1ccc(F)c(F)c1F (centres undefined)	-3	-5%	-9%	94%[activator]	nt	-5%	1%	-16%	nt
21	COc1cccc(N=Cc2c(O)n(-c3cccc(C)n3)c(=O)c3ccccc23)c1	12	?	-27%	?	-1%	-8%	-8%	-30%	34%[activator]
22	COc1ccc([C@@H]2[C@@H]3C(=O)N(C(C)(C)C)C(=O)[C@@H]3[C@]3(C)C(=O)N(c4cccc(Cl)c4)C(=O)N23)cc1	1	3%	-19%	-1%	nt	0%	1%	-5%	nt
23	COc1cc(C2/C(=C(\O)c3ccc4c(c3)OCCO4)C(=O)C(=O)N2c2nnc(C)s2)cc(OC)c1OC (centres undefined)	-1	43%	-13%	?	0%	6%	8%	-26%	-13%
24	Nc1c(-c2ccccc2)cnn1-c1cccc([N+](=O)[O-])c1	-3	1%	-1%	-11%	40%	0%	-5%	-1%	?
25	c1ccc2nc3c(nc2c1)OCC1CCCCN31 (centres undefined)	-14	-13%	9%	-28%	23%	2%	-5%	6%	55%[activator]
26	CCC(C)NC(=O)CSC1=Nc2ccccc2C2=NC(CC(=O)NCc3ccc(F)cc3)C(=O)N12 (centres undefined)	-3	-1%	0%	-9%	14%	-5%	-12%	9%	-15%
27	C/C(=N\NC(=O)C(c1ccccc1)c1ccccc1)c1ccccn1	-6	-6%	-13%	21%	12%	0%	-2%	-3%	2%
28	Cc1ccc(-c2ccc(S(=O)(=O)NCc3ccco3)cc2)cc1	0	25%	-9%	?	21%	-2%	-5%	-17%	-6%
29	COC(=O)c1ccc(CN2C(=O)NC3(CCC(C)CC3)C2=O)cc1 (centres undefined)	-9	0%	-4%	-1%	8%	2%	1%	19%	-13%
30	N#Cc1nc(N2CCCCC2)nc(N2CCOCC2)n1	-1&-1	-2%	-12%	21%	1%	nt	-5%&5%	-5%&9%	-7%
31	CCc1cccc(C)c1NC(=O)C1CCN(c2nnc(C)c3c(C)n(-c4ccccc4)nc23)CC1	-19	nt	-15%	1%	-20%	8%	-29%	?	-20%
32	Cc1ccc(N=C2NC(=O)/C(=C\c3cccs3)S2)cc1C	0	2%	?	1%	-5%	2%	-4%	-10%	2%
33	Cc1ccccc1N1CCN(C2CCCN(C(=O)CCC3(C)CC3)C2)CC1 (centres undefined)	-2	-7%	-6%	0%	1%	1%	-8%	-6%	-9%
34	CCN(C(=O)Cc1cccs1)c1nnc(-c2cccnc2)s1	-6	9%	?	0%[57.4 µM]	0%	5%	-12%	7%	-20%
35	O=C(c1ccc(Cl)c(S(=O)(=O)N2CCOCC2)c1)N1CCN(c2ccccc2F)CC1	-9	13%	-2%	-5%	1%	-1%	-10%	29%	-7%
36	CCOC(=O)c1cc(C)n(CC2CCC(C(=O)Nc3ccccc3OC)CC2)c1C (centres undefined)	2	nt	-19%	-21%	-26%	0%	-13%	13%	46%[activator]
37	Cc1ccc(S(=O)(=O)N(Cc2ccccc2)C(C)C)cc1	1	1%	-24%	14%	34%	2%	-5%	5%	6%
38	COc1ccc(C(=O)N(C)C2CCCc3ccccc32)cc1OC1CCN(C(C)C)CC1 (centres undefined)	-4	2%	-18%	-1%	82%	-2%	2%	-4%	-11%
39	O=C(c1ccco1)N1CCN(c2nnc(-c3ccccc3)c3ccccc23)CC1	-2	18%	-10%	-20%	33%	10%	5%	-8%	-15%
40	CC(=O)NC1=NN(C(C)=O)C(C)(CCS(=O)(=O)c2ccc(Br)cc2)S1 (centres undefined)	-3	-2%	-12%	-27%	-4%	1%	-25%	10%	5%

One compound at a time, from the list above. Order of screens: LDHA block, APE1 inh, POLH inh, ALOX12 inh, Pol beta inh, ERG Ets-DNA blk, POLK inh, RGS4 inh, Anesthetic bind
Entry for COc1ccc([C@@H]2[C@@H]3C(=O)N(C(C)(C)C)C(=O)[C@@H]3[C@]3(C)C(=O)N(c4cccc(Cl)c4)C(=O)N23)cc1 : 1, 3%, -19%, -1%, nt, 0%, 1%, -5%, nt
Entry for Cc1ccc(N=C2NC(=O)/C(=C\c3cccs3)S2)cc1C : 0, 2%, ?, 1%, -5%, 2%, -4%, -10%, 2%
Entry for O=C(c1ccco1)N1CCN(c2nnc(-c3ccccc3)c3ccccc23)CC1 : -2, 18%, -10%, -20%, 33%, 10%, 5%, -8%, -15%
Entry for CCc1cccc(C)c1NC(=O)C1CCN(c2nnc(C)c3c(C)n(-c4ccccc4)nc23)CC1 : -19, nt, -15%, 1%, -20%, 8%, -29%, ?, -20%

The list goes on.
entry	compound	LDHA block	APE1 inh	POLH inh	ALOX12 inh	Pol beta inh	ERG Ets-DNA blk	POLK inh	RGS4 inh	Anesthetic bind
41	NC(=O)C1CCN(c2nc(-c3ccccc3Br)cs2)CC1	-2	9%&6%	-22%	0%	nt	nt	-2%	-8%	nt
42	CC(=O)N1CCN(Cc2nc3cc([N+](=O)[O-])ccc3n2C)CC1	1	14%	2%	0%	4%	-5%	1%	-36%	2%
43	O=C(NCc1cccc(F)c1)C1CCC(=O)N(C2CCCC2)C1 (centres undefined)	-3	9%	-20%	-15%	-1%	0%	2%	-18%	-7%
44	COc1ccc(-c2nnc(SCC(=O)Nc3ncc(C(F)(F)F)cc3Cl)n2CC(C)C)cc1	0	-2%	-14%	-20%	37%	1%	-19%	-19%	-12%
45	O=C(NC1CCCCCC1)C(=O)NC1CCCC1	-16	4%	-5%	-6%	18%	-5%	-6%	14%	-2%
46	CC(NC(=O)c1ccc(Cl)c(S(=O)(=O)N2CCCCCC2)c1)c1cccnc1 (centres undefined)	-5	-18%	3%	3%	nt	9%	3%	32%	nt
47	CCOC(=O)C1CCN(CC(=O)c2ccc(O)c(C)c2O)CC1	-4	-17%	-7%	55%[activator]	21%	0%	3%	11%	5%
48	CC(CCN(C)C)OC(=O)c1ccc(C(C)c2ccccc2)o1 (centres undefined)	6	0%	-15%	-3%[57.4 µM]	-1%	8%	-5%	-14%	?
49	COc1ccc(CCC(=O)Nc2nnc(C(F)(F)F)s2)cc1	-3	11%	-18%	-26%	0%	1%	3%	-50%	-11%
50	COc1cccc(CNc2ccc(S(=O)(=O)N3CCN(C)CC3)cn2)c1	-15	10%	-3%	-4%	nt	2%	2%	-3%	nt

Assay outcomes from PubChem BioAssay.

Not all compounds are listed; rates above refer to the full screens.
